Compound activity as filed in PubChem.
5HT1a ag – 5-HT1a (human) receptor agonism; actives 0.56% (n = 65,000); activation, % at 10 µM; P08908; CHO 5-HT1a Ga15 NFAT-bla reporter, FRET ratio; 0% basal, 100% maximal reference agonist;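 active = activation above the screen-wide mean activation plus 3 SD, cut at about 19% in these data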;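 also: 0% = DMSO wells and 100% = 5-CT at EC100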
Target sequence (P08908 whole entry, looked up): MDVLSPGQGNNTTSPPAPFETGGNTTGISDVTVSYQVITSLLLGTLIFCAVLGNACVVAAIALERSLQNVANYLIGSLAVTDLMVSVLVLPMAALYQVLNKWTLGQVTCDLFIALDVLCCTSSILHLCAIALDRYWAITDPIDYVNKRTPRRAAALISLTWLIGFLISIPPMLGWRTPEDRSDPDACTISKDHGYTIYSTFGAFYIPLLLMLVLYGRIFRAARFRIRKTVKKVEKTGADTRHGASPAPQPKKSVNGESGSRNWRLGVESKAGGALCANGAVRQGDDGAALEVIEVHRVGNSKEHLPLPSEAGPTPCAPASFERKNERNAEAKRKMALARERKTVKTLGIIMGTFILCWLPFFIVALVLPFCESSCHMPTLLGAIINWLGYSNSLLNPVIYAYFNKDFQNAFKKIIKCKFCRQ
M1 antag – M1 muscarinic receptor (rat) antagonism. P08482. CHO-M1 cells, Fluo-4 calcium, ACh EC80 antagonist mode; hits give low values. B-score at 10 µM. actives 3.4% (n = 64,000);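 active = calcium fluorescence response, raw or row-and-column corrected B-score, differing from the plate sample mean either way at a set confidence level, mostly lower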
Autofluor 339 – intrinsic fluorescence of library compounds, ex339/em460 – biochemical, MLSMR library, data from DPM-DC assay, artefact control, profiling panel; compound autofluorescence, ex339/em460 nm, NADH buffer; hits give high values; 1 = no-compound wells, NADH background; fluorescence fold increase at 10 µM; actives 5.5% (n = 65,000);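 active = at 10 µM, mean starting fluorescence two-fold or more over control wells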;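 also: signal is the first read of a kinetic run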
HER2 expr 66K – inhibitors of human Her2 kinase expression; P04626; SKBR-3 HER2 protein level, AlphaScreen, 18-24 h; hits give low values; HER2 level % of control, % at 10 µM; actives 0.69% (n = 65,000); AID 645;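 active = HER2 level under 5% of the carrier-only control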;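 also: 100% = DMSO carrier and 0% = 500 nM PU-H71 HSP90 inhibitor; lower value means stronger loss of Her2 protein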
NADH coupling – inhibitors of enzymes used to reach an NAD/NADH endpoint; actives 0.02% (n = 65,000); IC50, µM (doses to about 10 µM), for inactives: at the highest dose inhibition; coupled PK/LDH NADH assays, four targets;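 active = single-dose screening hits from any of four coupled enzyme assays that gave an IC50 when retested across doses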;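 also: the DPM-DC format reads NADH fluorescence rather than 340 nm absorbance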
D1 allo mod – allosterically modulates the human D1 dopamine receptor. AID 641. HEK293 D1, CRE-luciferase, dopamine EC30 potentiation; actives deviate in either direction. actives 5.9% (n = 58,000). P21728. B-score at 10 µM;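 active = luminescence count or its row- and column-corrected plate score outside the 99.7% band of the plate's sample wells, on either side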
Target sequence (P21728 whole entry, looked up): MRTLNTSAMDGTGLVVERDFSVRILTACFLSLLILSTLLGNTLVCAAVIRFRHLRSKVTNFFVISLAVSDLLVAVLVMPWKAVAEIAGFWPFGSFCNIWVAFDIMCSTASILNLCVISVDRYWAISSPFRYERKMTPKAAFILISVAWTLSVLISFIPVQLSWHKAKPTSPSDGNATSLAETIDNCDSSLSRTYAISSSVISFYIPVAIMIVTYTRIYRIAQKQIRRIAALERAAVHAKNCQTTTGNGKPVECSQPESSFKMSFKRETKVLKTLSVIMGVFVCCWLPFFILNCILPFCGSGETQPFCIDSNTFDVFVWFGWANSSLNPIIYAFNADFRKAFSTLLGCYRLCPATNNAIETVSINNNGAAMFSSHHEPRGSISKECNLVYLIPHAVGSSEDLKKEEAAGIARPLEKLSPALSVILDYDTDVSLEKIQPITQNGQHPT
Ec RNAP inh – blocks E. coli RNA polymerase transcription. actives 0.2% (n = 62,000). inhibition, %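 (tested at 10 µM)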. AID 559. fluorescence transcription assay. P0A8V2; in the data active = inhibition above about 20%;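 also: 0% = enzyme without compound and 100% = no enzyme blank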
M1 ag – M1 muscarinic receptor agonism; CHO-M1 cells, Fluo-4 calcium fluorescence, agonist mode; hits give high values; B-score at 10 µM; actives 3% (n = 64,000); AID 626;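 active = fluorescence rise, raw or as B-score row- and column-corrected plate score, outside the 99.7% band of its plate's samples, either direction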
Hsp90 inh – displaces geldanamycin probe from tumor Hsp90; P07900; NCI-N417 lysate Hsp90, Cy3B-geldanamycin FP displacement; inhibition, % at 30 µM; actives 0.35% (n = 64,000);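 active = inhibition above 50%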;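 also: 0% = tracer plus lysate wells and 100% = tracer alone without lysate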
The depositor's hits bear a star; / = not tested or not shown; [ ] = another dose, or the depositor's remark.

SMILES	5HT1a ag	M1 antag	Autofluor 339	HER2 expr 66K	NADH coupling	D1 allo mod	Ec RNAP inh	M1 ag	Hsp90 inh
COc1ccc(-c2nnn(CC(=O)N(Cc3cccs3)C(C)C(=O)NC3CCCC3)n2)cc1OC (centres undefined)	-1.0	-1.5	1.1	102	7%	4*	4	-0.31	-8
O=C(c1cc(=O)c2ccccc2o1)N1CCCc2ccccc21	-1.5	0.27	1.1	108	8%	/	11	-0.25	0
CCn1c(C)csc1=NC(=O)c1ccccc1O	0.3	-0.23	1.2	91	10%	-0.33	3	-0.027	3
CC(C)(C)OC(=O)N1CCCC1C(=O)N1CCCC1C(=O)N1CCCC1C(=O)O (centres undefined)	-0.6	0.21	1	85	2%	-0.42	20	-0.24	-2
O=C(Cc1c(C(=O)O)[nH]c2ccccc12)Nc1ccc2c(c1)OCO2	1.0	0.71	1.1	65	2%	/	4	0.67	/
COc1ccc2nc(NC(=O)Cn3cnc4c(=O)n(C)c(=O)n(C)c43)sc2c1	-1.5	-0.044	1.1	69	6%	-0.0034	5	-1	8
Cn1c(Cc2csc(N)n2)nnc1SCC(=O)NC1CCCCC1	-0.4	-0.086	1	67	5%	-0.49	-7	-0.09	-5
COC(=O)c1cc(OC)c(OC)cc1NC(=O)c1cccnc1	-0.2	-0.82	1.1	111	5%	0.84	-2	0.033	-2
O=C(O)CN1CCN(Cc2ccccc2Cl)C1=O	0.9	1.1	1	100	6%	-0.24	8	0.17	-3
Cc1ccc(C2C3=C(CCCC3=O)Nc3nc(SCC(=O)NCc4ccco4)[nH]c(=O)c32)cc1 (centres undefined)	-4.1	0.75	3.6*	94	10%	0.34	2	0.13	-6
COc1ccc(C)cc1S(=O)(=O)N1CCC(C)CC1	2.2	0.28	1	109	5%	0.39	11	0.28	0
COC(=O)c1[nH]c(C)c(/C(O)=C2\C(=O)C(=O)N(CCN3CCOCC3)C2c2cccs2)c1C (centres undefined)	-1.6	-0.95	1	102	4%	-1.1	-6	1.4	-13
CC(=O)c1cc2c(cc1NC(=O)Nc1cccc(Cl)c1)OCCO2	-1.3	0.076	2.6*	110	6%	/	-6	19*	-17
CCOC(=O)c1cc2c(=O)n3cccc(C)c3nc2n(Cc2cccnc2)c1=N	0.6	-0.27	2.2*	74	3%[fluoresces]	/	0	0.92	-3
Cc1nc2c(cnn2-c2ccc(Cl)cc2)c(=O)n1-c1ccc2c(c1)OCCO2	-1.5	0.15	1.1	95	8%	-0.18	12	-0.66	3
Cc1ccc(NC(=O)c2cc(-c3ccc(C)o3)nc3ccccc23)nc1	1.6	0.04	2.5*	114	5%[fluoresces]	-1.2	3	-1.2	-4
O=C(COc1ccc(-c2ccccc2)cc1)N1CCN(C(=O)c2cccnc2)CC1	-1.8	-0.21	1.1	69	1%	-1.9	9	-0.55	92*
CC(C)(C)N1C(=O)c2ccc(C(=O)O)cc2C1=O	-1.1	0.15	1.1	98	3%	-0.6	0	-0.34	0
CCOC(=O)c1cccnc1SCC(=O)N(C)c1ccccc1	-2.2	0.38	1	113	8%	0.17	10	0.36	1
CCCn1cc(SCC(=O)Nc2nnc(C)s2)c2ccccc21	-5.9	0.34	1.1	97	1%	0.012	-10	0.72	-4
O=C(NCCN1CCN(c2ccccc2)CC1)c1cccc(Br)c1	1.6	-0.99	1.1	109	9%	-0.61	10	0.67	-3
N#CC1=C(N)Oc2c(oc(CO)cc2=O)C1c1cccs1 (centres undefined)	1.1	-0.48	1.1	83	6%	0.27	1	-0.012	0
Cc1onc(-c2ccccc2)c1C(=O)N1CCN(S(=O)(=O)c2ccc3c(c2)OCCO3)CC1	-0.7	-0.03	1.1	113	10%	-0.63	3	-0.22	0
CCN(CC)CC(C)CNC(=O)CC(C(=O)N1CCc2ccccc21)n1ccnc1 (centres undefined)	-1.8	1.4	1	95	3%	0.24	5	0.84	-5
CCCC(=O)Nc1ccc(-c2nc3cc(C)ccc3o2)cc1	0.3	-1.2	2.3*	89	1%[fluoresces]	-5.1*	1	-0.058	-1
Other compounds follow:
SMILES	5HT1a ag	M1 antag	Autofluor 339	HER2 expr 66K	NADH coupling	D1 allo mod	Ec RNAP inh	M1 ag	Hsp90 inh
CCOC(=O)C1=C(C)N=C2SCCC(=O)N2C1c1sccc1C (centres undefined)	-0.6	0.058	1.1	80	3%	-1.2	-2	-0.44	1
COc1ccc(-c2noc(-c3ccccc3C(=O)NCc3ccco3)n2)cc1OC	-1.1	-0.24	1.1	131	1%	-0.86	0	4.7*	-12
N#Cc1cnc2sc3ccccc3n2c1=N	/	-0.1	1.8	89	7%	1.2	-5	-2.4*	3
COc1ccc(-n2c(COc3ccccc3)nnc2SCc2ccc(C#N)cc2)cc1	0.8	-3.3*	1.1	109	3%	-1.4	1	-0.079	-2
O=C(CSc1ccccc1)Nc1ccc(S(=O)(=O)NCC2CCCO2)cc1 (centres undefined)	-0.6	0.035	1.1	102	6%	0.13	4	0.024	-6
CSc1c(C#N)c(N)c(C#N)c2c1COC(C)(C)C2	-3.1	0.32	2.1*	98	3%[fluoresces]	25*	6	-0.56	-7
CCN(c1cccc(C)c1)S(=O)(=O)c1ccc2c(c1)CCN2C(C)=O	-0.5	-0.041	1.1	47	5%	0.21	-3	-1.9	-2
C=CCn1c2ccccc2c2nnc(SCc3ccc4nonc4c3)nc21	1.5	0.36	1.1	74	3%	1.2	-3	2.3*	-4
Fc1ccc(-c2nn3c(C4COc5ccccc5O4)nnc3s2)cc1 (centres undefined)	-1.3	0.29	1.1	103	5%	3.8*	13	0.81	3
CCSc1ncc(Cl)c(C(=O)N(Cc2ccc(N(C)C)cc2)C2CCS(=O)(=O)C2)n1 (centres undefined)	1.2	0.93	1.1	92	8%	0.7	5	0	-2
CCc1nc(NC(C)C)c2oc3ccccc3c2n1	1.4	-0.7	1.1	111	5%	22*	6	-1.5	/
CCN(CC)CCCNC(=O)c1nn(-c2cccc(OC)c2)c(=O)c2ccccc12	-5.2	-0.4	1.1	95	1%	0.13	1	-0.28	1
Cc1ccc(CN2C(=O)CCC2C(=O)NCc2ccco2)cc1 (centres undefined)	-0.1	0.65	1.1	83	8%	0.29	-2	0.33	4
Cc1cnc(NC(=O)CN2CCN(c3ccccn3)CC2)s1	-2.9	-0.59	1.1	38	3%	-0.84	5	0.28	-3
CC(=O)Nc1ccc(NC(=O)CNS(=O)(=O)c2ccc(C)cc2)cc1	-0.5	0.52	1.1	104	9%	0.0052	1	0.085	-3
COc1ccc(CN2CCN(S(=O)(=O)c3ccccc3)CC2)c(OC)c1	-0.8	0.19	1.1	108	7%	4.4*	6	-1.5	0
COc1cc(/C=N/n2cnnc2)ccc1OC(=O)c1ccncc1	0.4	0.27	1.1	61	5%	-0.68	9	-0.51	-3
N/C(COc1ccc(C(=O)O)cc1)=N\O	-4.3	-1.2	0.83	117	9%	-1.1	7	0.32	2
CCOCCCNC(=O)C1c2ccccc2C(=O)N2CCc3ccccc3C12 (centres undefined)	1.5	-0.77	1.1	90	8%	0.4	10	0.0058	-1
Cc1ccc(OCCNC(=O)c2ccccc2N)cc1	0.8	0.74	2.1*	82	2%[fluoresces]	0.087	2	0.42	0
CSCCOC(=O)c1[nH]c2c(c1C)C(=O)CC(c1ccco1)C2 (centres undefined)	0.1	-0.051	1.1	38	4%	-1	7	0.62	-4
O=C(NCN1CCc2ccccc2C1)c1ccccc1	-1.3	0.29	1.1	84	6%	0.4	3	-0.23	-4
Cc1cc(C)c(S(=O)(=O)N2CCN(c3nc4c(c(=O)n(C)c(=O)n4C)n3C)CC2)c(C)c1	-3.4	-0.12	1.1	104	6%	0.77	11	-0.92	5
Cc1cccc(N(CC(=O)Nc2c(C)n(C)n(-c3ccccc3)c2=O)S(C)(=O)=O)c1	1.4	0.18	1.1	87	1%	0.75	1	0.071	/
Cc1nc2ncnn2c(C)c1CCC(=O)NCc1ccco1	-3.2	0.54	1.1	58	3%	1.2	-8	-0.077	0

Entries from the list above containing a tert-butyl group, in the order listed:
SMILES	5HT1a ag	M1 antag	Autofluor 339	HER2 expr 66K	NADH coupling	D1 allo mod	Ec RNAP inh	M1 ag	Hsp90 inh
CC(C)(C)OC(=O)N1CCCC1C(=O)N1CCCC1C(=O)N1CCCC1C(=O)O (centres undefined)	-0.6	0.21	1	85	2%	-0.42	20	-0.24	-2
CC(C)(C)N1C(=O)c2ccc(C(=O)O)cc2C1=O	-1.1	0.15	1.1	98	3%	-0.6	0	-0.34	0

Continuation:
SMILES	5HT1a ag	M1 antag	Autofluor 339	HER2 expr 66K	NADH coupling	D1 allo mod	Ec RNAP inh	M1 ag	Hsp90 inh
Cc1ccc2cc(CN(Cc3cccs3)Cc3nnnn3CC3CCCO3)c(=O)[nH]c2c1 (centres undefined)	2.7	0.56	1.1	109	8%	/	0	1.2	-2
CCCSc1nnc2n(Cc3ccccc3)c(=O)c3c4c(sc3n12)CCC4	1.2	0.51	1.1	87	6%	/	8	1.9	-3
O=C(Cn1nnc(-c2ccccc2F)n1)Nc1ccc(C(=O)N2CCOCC2)cc1	-1.0	0.65	1.1	78	3%	-1.1	9	-0.97	-8
O=C(Nc1nc2c(s1)CCCC2)C1COc2ccccc2O1 (centres undefined)	-4.5	1	1	68	1%	-6.9*	4	0.53	-1
Cc1cc(C)n(CCCNC(=O)c2ccc3c(c2)NC(=O)CS3)n1	-2.9	0.03	1	95	4%	0.78	11	0.038	5
CCOc1ccc(N2C(=O)CC(Sc3nc(C)cc(C)n3)C2=O)cc1 (centres undefined)	-0.9	0.021	1.1	101	6%	1.1	2	-0.16	-3
CCOC(=O)c1oc2ccc(Br)cc2c1CSc1nnc(C)s1	-1.8	0.54	1.1	94	1%	3.6	-4	0.79	-2
CC(=O)c1cc(-c2ccc(F)cc2)n(CCC(=O)Nc2cc(C)[nH]n2)c1C	-2.9	-0.88	1.1	91	2%	-0.93	2	-0.37	0
COc1cccc(C(=O)Nc2cnc(NC(=O)c3ccco3)cc2C)c1	0.9	-0.075	0.95	85	5%	-0.29	6	-0.015	-2
CC(C)(C)c1ccc(S(=O)(=O)NCCOCC(F)(F)C(F)F)cc1	-1.7	-1.3	1.1	106	3%	-0.22	6	-2.1	-5
CCOC(=O)N1CCN(CC(=O)Nc2ccc(C)c(Br)c2)CC1	0.6	-0.28	1.1	77	13%	-0.0067	1	-0.042	1
Cc1ccc(-c2cc(-c3nnc(SCC(=O)N(C)CCC#N)n3N)c3ccccc3n2)cc1	-2.3	-0.2	4.2*	115	9%[fluoresces]	-0.083	1	1.2	1
CC1CCN(CC(=O)N2c3ccccc3CCc3ccccc32)CC1	0.5	/	1.1	46	0%	0.54	6	/	-2
CCCCc1ccc(S(=O)(=O)Nc2cc(C)on2)cc1	-1.7	-0.27	1.3	93	4%	1.5	6	0.14	-5
CCOC(=O)N1CCN(C(=O)CSc2nnc(-c3cccs3)o2)CC1	0.0	0.064	1	100	9%	0.54	2	-0.031	3
COc1ccc(C(=O)NC2CCCCC2)cc1S(=O)(=O)N1CCCC1	-2.1	-0.21	1.1	92	4%	0.026	9	-0.68	-3
N#Cc1ccc(NC(=O)COC(=O)C2=COCCO2)cc1	-2.8	-0.69	1.1	79	7%	0.079	8	-0.17	1
CC1CN(C(=O)CN2C(=O)NC(C)(c3ccccc3)C2=O)CC(C)O1 (centres undefined)	-5.1	-0.95	1.1	93	4%	0.79	2	0.5	-1
O=C(NCCCn1ccnc1)c1csc2ccccc12	-0.8	0.33	1	96	11%	0.8	1	0.35	-2
COCCNC(=O)Cn1nc(C(F)(F)F)c(Cl)c1C	-1.5	-0.024	1.1	98	5%	-0.14	-5	0.075	-2
C=CCOC(=O)C(C#N)c1nc2ccccc2nc1N1CCN(Cc2ccccc2)CC1 (centres undefined)	-0.8	-0.38	1.4	107	3%	-1	-5	-0.2	-6

Only Autofluor 339 and M1 antag, for some of the entries so far:
Molecule | Autofluor 339 | M1 antag
O=C(Cn1nnc(-c2ccccc2F)n1)Nc1ccc(C(=O)N2CCOCC2)cc1 | 1.1 | 0.65
O=C(Nc1nc2c(s1)CCCC2)C1COc2ccccc2O1 (centres undefined) | 1 | 1
